ERp5 block: blocks human ERp5 reductase activity on insulin. AID 651711. ERp5 insulin aggregation, absorbance 650 nm, 90 min. 0.05% of 350,000 active. inhibition, % at 9.99 µM;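 active = mean replicate inhibition above about 25%, with every replicate also reaching it, limit read from the data, passing the limit was not always enough; inconclusive = only one of those two criteria met; inactive = neither criterion met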
Target sequence (Q15084 whole entry, looked up): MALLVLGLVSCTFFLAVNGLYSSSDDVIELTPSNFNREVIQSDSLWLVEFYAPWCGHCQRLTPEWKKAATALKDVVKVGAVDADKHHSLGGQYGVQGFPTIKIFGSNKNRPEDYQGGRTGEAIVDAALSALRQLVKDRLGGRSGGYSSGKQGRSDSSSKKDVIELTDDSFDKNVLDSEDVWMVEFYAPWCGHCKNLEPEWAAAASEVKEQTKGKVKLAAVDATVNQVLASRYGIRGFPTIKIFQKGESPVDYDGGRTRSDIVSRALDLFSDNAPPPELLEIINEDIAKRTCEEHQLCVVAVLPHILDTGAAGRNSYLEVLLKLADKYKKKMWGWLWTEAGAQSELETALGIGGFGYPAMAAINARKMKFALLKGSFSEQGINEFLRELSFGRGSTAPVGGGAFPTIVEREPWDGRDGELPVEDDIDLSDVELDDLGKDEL
CFTR F508del cor: CFTR F508del correction in bronchial cells. CFBE cells, YFP halide quenching; stimulated with forskolin plus potentiator P3; % fluorescence drop versus neutral controls. activity (quench increase), % at 7.58 µM. 0.36% of 350,000 active;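 active = mean added fluorescence quench of at least 8% versus neutral control, with both replicates also reaching 8%; inconclusive = only one of the mean or replicate conditions met; inactive = mean below 8% and not both replicates reaching 8%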;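 also: cells transiently co-express mutant CFTR-F508del with the halide-sensitive YFP; corrector assay measuring rescue of mutant channel to the surface after 24 h compound exposure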
miR122 inh: miR-122 inhibition in Huh7 cells; Huh7 miR-122 Renilla luciferase sensor, 48 h; neutral wells = 0, positive control = 100; activation (reporter increase), % at 12.5 µM; 0.3% of 340,000 active;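 active = mean replicate activation score at least 90 and every replicate individually at or above 90; inconclusive = only one of the two criteria met; inactive = neither criterion met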;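 also: higher luciferase means less miR-122 activity so hits act as miR-122 inhibitors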
Casp6 inh: inhibitors of human caspase-6; 0.53% of 350,000 active; inhibition, % at 12.5 µM; purified caspase-6, Z-VEID-R110 cleavage fluorescence;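 active = mean inhibition across replicates at least about 35%, with every replicate also reaching that limit, limit read from the data; inconclusive = only one of the two criteria met; inactive = neither criterion met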;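 also: 0% = median of neutral control wells and 100% = no fluorescence left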
Target sequence (P55212 24-179 limits assumed): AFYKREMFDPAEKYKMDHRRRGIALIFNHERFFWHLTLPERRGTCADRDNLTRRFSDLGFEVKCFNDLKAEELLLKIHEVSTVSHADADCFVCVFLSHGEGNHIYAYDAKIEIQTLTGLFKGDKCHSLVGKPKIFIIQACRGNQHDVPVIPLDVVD
Target sequence (P55212 194-293 limits assumed): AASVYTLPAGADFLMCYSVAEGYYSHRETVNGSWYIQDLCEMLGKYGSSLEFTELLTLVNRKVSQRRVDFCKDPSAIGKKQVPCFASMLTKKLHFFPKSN
DENV2 CPE: DENV2-induced cell death inhibition; DENV2-infected cells, cytopathic effect rescue, plate reader; AID 651640; 1.7% of 350,000 active; CPE inhibition, % at 9.99 µM; in the data active = CPE inhibition above about 20%, passing the limit was not always enough; inconclusive = no clear call, values can overlap the other calls; tested in BHK-21 cells;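 also: 0% = median of neutral control wells and 100% = median of positive control wells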
ERAP1 HTS inh: blocks human ERAP1 aminopeptidase activity | recombinant ERAP1, Leu-AMC fluorescence, 60 min | inhibition, % at 10.7 µM | Q9NZ08 | 0.15% of 340,000 active;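 active = mean replicate inhibition of at least 30%, or all replicates individually reaching that 30% level; inactive = mean below 30% and not every replicate reaching it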;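 also: 0% = neutral control wells and 100% = L-leucinethiol positive control wells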
SIRT5 inh: sirtuin-5 (human) deacylase inhibition; Purified SirT5, succinyl-peptide AMC, trypsin-coupled fluorescence; Q9NXA8; inhibition, % at 15 µM; 1.1% of 330,000 active; AID 652115; in the data active = inhibition above about 15%; inconclusive = no clear call, values can overlap the other calls
Target sequence (Q9NXA8 whole entry, looked up): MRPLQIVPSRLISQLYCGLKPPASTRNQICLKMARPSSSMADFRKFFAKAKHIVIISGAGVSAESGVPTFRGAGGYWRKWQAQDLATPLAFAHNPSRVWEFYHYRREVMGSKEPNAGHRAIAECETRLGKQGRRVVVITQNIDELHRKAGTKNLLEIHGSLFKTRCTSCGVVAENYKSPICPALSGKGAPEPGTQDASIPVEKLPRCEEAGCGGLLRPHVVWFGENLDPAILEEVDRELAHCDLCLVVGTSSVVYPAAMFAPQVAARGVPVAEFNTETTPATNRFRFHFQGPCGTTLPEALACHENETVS
Numbers without * were called inactive; ? = inconclusive; / = not tested or not shown; & = joins results of further samples; ! = not active in a repeat; [ ] = another dose, or the depositor's remark.

SMILES	ERp5 block	CFTR F508del cor	miR122 inh	Casp6 inh	DENV2 CPE	ERAP1 HTS inh	SIRT5 inh
COc1cccc(NC(=O)CN2C(=O)NC3(CCCCCC3)C2=O)c1	-6	8.8*	/	2	?	0	2
O=C(Nc1ccc(Cl)cc1)C1CCN(C(=O)c2cccs2)CC1	-2	-1.2	-7	1	3	-7	0
C[C@H](CO)N1C[C@H](C)[C@@H](CN(C)Cc2ccc(C(=O)O)cc2)OCCCC[C@H](C)Oc2ccc(NC(=O)CCC(F)(F)F)cc2C1=O	2&8	5.3&1.2	-2[16.7 µM]	2&3	1&-2	1	-1&-14
O=C1CN(Cc2ccc(F)cc2)C[C@H]2[C@@H](c3ccc(-c4ccccc4F)cc3)[C@@H](CO)N12	5	1.6	/	0	-6	3	1
C[C@H](CO)N1C[C@H](C)[C@@H](CN(C)C)Oc2ccc(NC(=O)CCCN(C)C)cc2CC1=O	1	-0.4	-5[16.7 µM]	1	15	-3	-1
CS(=O)(=O)N1CCN(c2ccc(NC(=S)NC(=O)c3ccccc3[N+](=O)[O-])cc2)CC1	-4	-2.1	-2	-5	-5	0	-3
C[C@H](CO)N1C[C@H](C)[C@H](CN(C)S(=O)(=O)c2ccc(F)cc2)Oc2ccc(NS(=O)(=O)c3cn(C)cn3)cc2CC1=O	-3	0.8	-6[16.7 µM]	1	-3	-11	6
C1=C2C[N+]3(CCCC3)CC2Cc2ccc3ccccc3c21 (stereo not given)	0	/	/	-5	/	0	-1
C[C@@H]1CCCCO[C@@H](CN(C)S(=O)(=O)c2ccc(F)cc2)[C@@H](C)CN([C@@H](C)CO)C(=O)c2cc(NC(=O)Nc3cccc4ccccc34)ccc2O1	-1	-1.3	8[16.7 µM]	-1	-10	-4	-1
COC(=O)C[C@@H]1C[C@@H]2c3cc(NS(=O)(=O)c4ccccc4)ccc3O[C@@H]2[C@H](CO)O1	/	-1.2	1[16.7 µM]	/	6	/	/
O=C(CSc1nnnn1C1CC1)N1CCN(c2cccc(Cl)c2)CC1	-2	-2.3	-7	-2	7	0	-7
[N-]=[N+]=NCCNC(=O)Nc1ccccc1	1	1.4	/	-1	-3	-1	-9
Nc1cc(C(F)(F)F)ccc1NCCc1ccccn1	5	-5.3	/	-1	2	0	0
Cc1cc(C(=O)Nc2cccc3c2O[C@@H](CN(C)Cc2ccc(C(=O)Nc4ccccc4N)cc2)[C@@H](C)CN([C@@H](C)CO)C3=O)n(C)n1	9	4.1	1[16.7 µM]	-2	7	-3	/
O=C(COC(=O)CN1C(=O)C2CCCCC2C1=O)Nc1ccc(S(=O)(=O)N2CCOCC2)cc1 (stereo not given)	-3	/	-9	0	-1	4	-4
CC1(c2nnc(-c3ccc(Cl)cc3)o2)CC(c2ccc(Cl)cc2)=NO1 (stereo not given)	3	0.0	-10	-1	-9	/	/
C[C@@H]1CN([C@@H](C)CO)C(=O)c2cccc(NC(=O)Nc3ccc(C(F)(F)F)cc3)c2O[C@H]1CN(C)C(=O)Nc1ccc2c(c1)OCO2	/	0.0	-7[16.7 µM]	/	-4	/	/
C[C@H](CO)N1C[C@H](C)[C@H](CN(C)C(=O)c2cc(-c3ccccc3)on2)OCc2cnnn2CCCC1=O	3&-3&1	-1.3&-2.8&1.7	-6	4&0&0	?	-6&0&-2	18*!
COCc1cc(N2CCN(C(=O)OC(C)(C)C)C[C@@H]2C)ccc1N1CCS(=O)(=O)CC1	2	0.2	/	2	-10	-4	/
O=C1NC(Cc2ccccc2)c2nc3cc(F)ccc3c(=O)n2-c2ccc(Cl)cc21 (stereo not given)	6	0.7	/	-1	/	1	/
CC(C)NC(=O)Nc1cccc2c1O[C@@H](CN(C)Cc1ccccc1)[C@@H](C)CN([C@@H](C)CO)C2=O	5	0.0	5[16.7 µM]	-3	1	-3	/
CCn1cc(C(=O)NCCCN2CCC(C)CC2)c(=O)c2cc(S(=O)(=O)N(C)C3CCCCC3)ccc21	3	-2.3	29	-25	-1	1	3
COC(=O)[C@@]1(Cc2ccc(F)cc2)[C@H]2c3cc(C(=O)N(C)C)n(CCF)c3C[C@H]2CN1C(=O)c1ccccc1	-5	-4.2	/	3	3	/	/
COc1ccc(CCNS(=O)(=O)c2cn(C)nc2C)cc1	1	0.7	/	1	2	-3	-1
COc1cccc(C#Cc2ccc([C@H]3[C@@H](CO)N4C(=O)CN(C(=O)c5ccncc5)C[C@H]34)cc2)c1	1	-1.8	/	-2	13	0	2

Further records follow:
SMILES	ERp5 block	CFTR F508del cor	miR122 inh	Casp6 inh	DENV2 CPE	ERAP1 HTS inh	SIRT5 inh
COC(=O)c1ccc(COc2ccccc2/C=C(\C#N)C(=O)Nc2ccc(C)cc2C)cc1	-4	/	-2	-2	3	37*	-7
CC(=O)Nc1ccc(S(=O)(=O)N[C@@H](C)C(=O)OCC(=O)c2ccc(C)cc2)cc1	4	0.4	-9	-2	-5	1	-3
CCCCC[C@H](C)N1C[C@@H](COCc2ccccc2)Oc2cc(N3CCC[C@@H]3CO)ccc2S1(=O)=O	-2	-1.2	/	0	-2	4	-5
O=C(NCc1cccc(C(F)(F)F)c1)c1ccc2sc(COCCO)nc2c1	-4	4.8	2	/	-8	-1	0
O=C(Cc1cccc(C(F)(F)F)c1)NCC(c1ccco1)N1CCCCC1 (stereo not given)	0	0.2	-5	0	2	4	2
CC(C)NC(=O)N(C)C[C@@H]1Oc2ccc(NC(=O)NC3CCCCC3)cc2C(=O)N([C@@H](C)CO)C[C@H]1C	0	2.1	-1[16.7 µM]	/	4	1	-2
CSc1ccc(S(=O)(=O)Nc2ccccc2C(=O)N2CCOCC2)cc1	1	2.4	-2	-1	15	-1	1
O=C(Nc1ccc2c(c1)C(=O)N(c1ccccc1)C2=O)c1cccs1	2	-0.6	4	0	9	3	-2
CCNC(=O)[C@@H]1[C@@H](CO)[C@@H]2Cn3c(ccc(C4=CCCCC4)c3=O)[C@H]1N2C(=O)Cc1ccccn1	-5	-1.9	/	0	8	-3	-14
CCCCN1CCC(CN2C(=S)NC[C@@H]2CC(C)C)CC1	-7	-3.3	1	-10	12	-3	-8
O=C1NC(c2cccc(Cl)c2)Nc2ccccc21 (stereo not given)	6	6.8	/	0	-3	-3	-4
O=C(Nc1ccccn1)c1ccc(S(=O)(=O)N2CCCCC2)cc1	5	3.6	/	-2	0	0	1
Cc1cc(C)c(S(=O)(=O)Cc2ccccc2)c(=O)[nH]1	-1	1.4	-6	/	2	0	0
O=C(N/C=C/c1ccccc1)c1ccccc1	-6	1.0	26	3	/	4	1
O=C(CSc1nc2ccccc2s1)NCCOc1ccccc1	5	0.6	0	1	5	3	/
COc1ccc(S(=O)(=O)N(C)C[C@@H]2Oc3ccc(NC(=O)Nc4ccc(F)cc4)cc3CC(=O)N([C@H](C)CO)C[C@H]2C)cc1	/	0.4	-3[16.7 µM]	/	0	/	/
Cc1noc(C)c1S(=O)(=O)Nc1ccc2c(c1)CC(=O)N([C@H](C)CO)C[C@@H](C)[C@@H](CN(C)Cc1ccc(C(=O)Nc3ccccc3N)cc1)O2	6	1.9	/	-1	-5	1	3
O=C(NC(=S)Nc1cccc(O)c1)C12CC3CC(CC(C3)C1)C2	-3	1.8	18	6	-9	0	/
Cc1cc([N+](=O)[O-])nn1CC(=O)N1CCOCC1	0	0.5	2	-3	-7	0	-5
COCC#Cc1ccc(CC[C@H]2O[C@H]3CC[C@@H](CO)O[C@H]3C[C@H]2n2cc(C3CC3)nn2)cc1	0	3.3	/	1	8	2	2
CCOc1cc(N2CCOCC2)c(OCC)cc1NC(=O)c1cc(S(=O)(=O)N2CCOCC2)ccc1Cl	-2	-1.0	-8	2	1	2	0
C[C@H]1CN([C@@H](C)CO)C(=O)c2cc(C3=CCCC3)cnc2O[C@@H]1CN(C)C(=O)c1ccc2c(c1)OCO2	-2	-3.6	19[16.7 µM]	1	9	2	-1
CC(=O)Nc1ccc(S(=O)(=O)NCc2nc(-c3cccc(C)c3)no2)cc1	4	-2.4	-5	-2	-12	3	-4
Cc1ccc(C(=O)N2CCC[C@@H]2C(=O)N2CCC[C@@H]2C(=O)NCc2ccccc2)cc1C	8	0.9	/	-4	10	-2	/
CCN(Cc1ccccc1)C(=O)C1CCN(Cc2ccc(SC)cc2)CC1	0	-2.1	/	1	4	-4	0

The list goes on.
SMILES	ERp5 block	CFTR F508del cor	miR122 inh	Casp6 inh	DENV2 CPE	ERAP1 HTS inh	SIRT5 inh
O=C(NCc1nnc(SCc2ccccc2)n1-c1ccccc1)C12CC3CC(CC(C3)C1)C2	8	/	/	-1	9	4	1
C[C@@H]1CN([C@@H](C)CO)C(=O)c2ccccc2-c2ccccc2CO[C@@H]1CN(C)C(=O)Nc1ccc2c(c1)OCO2	-5	-0.1	/	0	6	1	-6
CC(C)NC(=O)Nc1ccc2c(c1)C(=O)N([C@@H](C)CO)C[C@@H](C)[C@H](CN(C)S(=O)(=O)c1cn(C)cn1)OCCCC[C@H](C)O2	-2	-1.1	11[16.7 µM]	3	8	0	0
CC(C)c1cc(C(=O)N/N=C/C(Br)=C/c2ccccc2)n[nH]1	1	-2.2	122*	-1	-1	-3	2
Cc1nn(-c2ccccc2)c(Cl)c1C(=O)N(C)CC(=O)Nc1cccc(F)c1	4	-2.6	/	16	-10	2	3
NC(=O)c1ncn([C@@H]2O[C@H](CNCc3cccn3-c3ccncc3)[C@@H](O)[C@H]2O)n1	-1	-4.0	0	1	7	1	/
COc1cccc(/C=C/C(=O)N2CCN(S(=O)(=O)c3ccccc3)CC2)c1OC	0	-1.4	-3	4	1	2	-5
CC(C)(C)NC(=O)CN(Cc1ccc2c(c1)OCO2)C(=O)CNS(=O)(=O)c1ccccc1	2	4.0	-2	-2	-1	-7	0
C=CCNc1nc(Nc2ccc(-c3nc4ccccc4o3)cc2)nc(N2CCOCC2)n1	-2	-0.6	/	8	0	1	1
O=C(COC(=O)COc1cccc(C(F)(F)F)c1)NC1CCS(=O)(=O)C1 (stereo not given)	2	0.1	-6	3	?	-3	1
CN(C)CCCN(C(=O)c1ccc(S(=O)(=O)N2CCCCCC2)cc1)c1nc2ccc(F)cc2s1	3	-4.1	-1	9	3	3	-2
CCNC(=O)C[C@@H]1CC[C@@H]2[C@H](COC[C@@H](O)CN2C(=O)Nc2c(C)noc2C)O1	3	-1.1	0[16.7 µM]	-1	-12	0	9
CC(=O)c1cccc(NC(=O)c2cccc3c(-c4cccc(C(N)=O)c4)coc23)c1	11	1.8	-12	2	-7	1	12
COc1ccc(CN2CCC(C(=O)Nc3ccc(Oc4ccccc4)nc3)CC2)cc1F	-7	3.1	/	-2	-3	-7	-2
O=C(C[C@H]1C=C[C@@H](NC(=O)Nc2ccc3c(c2)OCO3)[C@H](CO)O1)NCc1ccc2c(c1)OCO2	7	1.5	/	-1	-1	8	-2
CNC[C@@H]1OCCCC[C@@H](C)Oc2ccc(NS(=O)(=O)c3cn(C)cn3)cc2C(=O)N([C@@H](C)CO)C[C@@H]1C	/	-0.9	5[16.7 µM]	/	-3	/	/
O=C(NNC(=O)C1C2CCC(C2)C1C(=O)O)c1ccc(Cl)cc1 (stereo not given)	-3	1.8	/	2	-3	1	-2
CC(C)NC(=O)N(C)C[C@@H]1OCCCC[C@@H](C)Oc2ccc(NC(=O)Nc3ccccc3)cc2C(=O)N([C@@H](C)CO)C[C@@H]1C	4	0.0	2[16.7 µM]	2	-1	0	5
C[C@@H]1CCCCO[C@H](CN(C)Cc2ccc(C(=O)O)cc2)[C@H](C)CN([C@@H](C)CO)C(=O)c2cc(NS(=O)(=O)c3ccc(Cl)cc3)ccc2O1	2	0.6	-1[16.7 µM]	-1	?	2	-1
Cc1nc(SCc2ccccc2)c2ccsc2n1	9	-0.3	/	0	3	6	-1

Exported as comma-separated lines: entries from further up
smiles,ERp5 block,CFTR F508del cor,miR122 inh,Casp6 inh,DENV2 CPE,ERAP1 HTS inh,SIRT5 inh
O=C(CSc1nnnn1C1CC1)N1CCN(c2cccc(Cl)c2)CC1,-2,-2.3,-7,-2,7,0,-7
[N-]=[N+]=NCCNC(=O)Nc1ccccc1,1,1.4,/,-1,-3,-1,-9

Screening results (PubChem)
